Source: PubChem BioAssay
Alkaline phosphatase: human TNAP enzyme inhibitors, biochemical, luminescent (AID 518); inhibition, % at 20 µM, or IC50 in µM where a hit was titrated; 64,000 compounds, 0.09% hits; purified TNAP enzyme, luminescent substrate readout; higher % means a stronger effect; Alkaline phosphatase, tissue-nonspecific isozyme (Homo sapiens); in the data active means a potency from the dose series; inactive means the rest, 99 in 100 with inhibition below about 22%;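 further: plate controls were vehicle for no effect and reference inhibitor for full effect; many of its hits are not listed in these tables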
Bfl-1 displacement: Bfl-1 inhibitors, primary screen, biochemical, fluorescence polarization, FITC-Bid, mouse (AID 432). FITC-Bid BH3 peptide fluorescence polarization displacement; higher % means a stronger effect. displacement, % at 20 µM, or IC50 in µM where a hit was titrated. 64,000 compounds, 0.02% hits; in the data active means a potency from the dose series; inactive means the rest, 99 in 100 with displacement below about 15%; further: strong numbers were not always called active
PMK inhibit: S. pneumoniae PMK inhibitors, primary screen, biochemical, mevalonate pathway, pilot trial included. 65,000 compounds, 0.49% hits. AID 539, 2006. phosphomevalonate kinase (Streptococcus pneumoniae D39). inhibition, % at 10 µM. purified PMK, PK/LDH-coupled NADH absorbance 340 nm;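 active means top-ranked compounds by inhibition in the single 10 µM screen, taking a fixed number of the strongest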;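 further: 0% = full reaction with DMSO carrier and 100% = background rate without enzyme reaction; no value below 0 was filed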
Spn MK inh: S. pneumoniae MK inhibitors, primary screen, biochemical, PK/LDH-coupled NADH absorbance. purified MK, PK/LDH-coupled NADH absorbance 340 nm. AID 555, 2006. 65,000 compounds, 0.48% hits. inhibition, % at 10 µM. mevalonate kinase [Streptococcus pneumoniae D39];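 active means ranked among the strongest by inhibition in the single 10 µM screen, a fixed top-ranked set picked for dose follow-up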; further: no value below 0 was filed
KRASV12 cytotoxicity: cytotoxicity in KRAS-transformed pancreatic duct cells, primary screen, cell-based, fluorescence, HTS (AID 431); HPDE-C7K KRASV12 cells, Alamar Blue viability, 48 h; higher % means a stronger effect; cytotoxicity, % at 10 µM, or EC50 in µM where a hit was titrated; 63,000 compounds, 1.7% hits;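 active means compounds whose percent cytotoxicity in the single-dose primary screen, scaled between solvent and toxic-drug controls, exceeds 50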;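 further: 0% = DMSO solvent wells and 100% = doxorubicin-treated wells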
DPM-DC inhibit: S. pneumoniae DPM-DC inhibitors, primary screen, biochemical, PK/LDH-coupled NADH fluorescence; 65,000 compounds, 0.49% hits; calls only at 10 µM; purified DPM-DC;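 active means the 320 compounds with the highest percent inhibition in the single-dose primary screen, excluding strongly autofluorescent ones, cut at about 32% in these data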;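 further: kinetic rate of NADH fluorescence loss reporting ADP formed by the decarboxylase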
HPDE-C7 cytotoxicity: cytotoxicity in HPDE-C7 cells, cell-based, fluorescence, HTS (AID 430) | cytotoxicity, % at 10 µM; hits with a dose series show EC50 in µM | HPDE-C7 pancreatic duct cells viability, fluorescence; higher % means a stronger effect | 63,000 compounds, 1.8% hits;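 further: cells exposed to compound for 48 hours before viability readout; 0% = vehicle and 100% = reference cytotoxic drug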
LYP phosphatase: LYP phosphatase inhibitors, primary screen, biochemical, DiFMUP fluorescence, recombinant catalytic domain, 10 µM (AID 606); recombinant LYP catalytic domain, DiFMUP fluorescence; higher % means a stronger effect; one-dose inhibition, % at 10 µM; IC50 in µM for titrated hits; Tyrosine-protein phosphatase non-receptor type 22 (Homo sapiens); 52,000 tested, under 10 active;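 active means IC50 under 40 µM in the dose-response test; inactive means IC50 of 40 µM or more, or never dose-tested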
HT1080 viability: cytotoxicity in HT1080 fibrosarcoma cells, cell-based, fluorescence readout (AID 620). HT1080 viability, fluorescence; higher % means a stronger effect. one-dose cytotoxicity, % at 10 µM; EC50 in µM for titrated hits. 87,000 compounds, 0.42% hits;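 further: cells exposed to compound overnight then 4 h with Alamar Blue; 0% = vehicle DMSO and 100% = killing control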
PMK inhibit pilot replicates: second read-out of PMK inhibit, no call of its own (marks repeat the call); inhibition, %; measured here: pilot screen replicates
Spn MK inh pilot replicates: further read-out of Spn MK inh, marked with its call; inhibition, %; measured here: pilot screen replicates
DPM-DC inhibit pilot screen %: second read-out of DPM-DC inhibit, no call of its own (marks repeat the call); inhibition, %; measured here: pilot screen trials
* = called active by the depositor; i = inactive; / = not tested or not shown. Unless noted, no stated cut-off is given here; in the data, active means cytotoxicity above about 50%; inactive means the rest. Not a hit list. Share with any hit: about 3.5%.

SMILES	Alkaline phosphatase	Bfl-1 displacement	PMK inhibit	Spn MK inh	KRASV12 cytotoxicity	DPM-DC inhibit	HPDE-C7 cytotoxicity	LYP phosphatase	HT1080 viability	others
Cc1cc(C)c(C#N)c(SC2CCCCC2=O)n1 (configuration not stated)	9%	-1%	9	2	-7%	i	12%	-15%	6%
COc1ccc2c(c1)c(=O)oc1cc(OCC(=O)N3CCC(C)CC3)ccc12	16%	29%	10	3	/	/	/	2%	3%
O=C(NC1CC1)C1CCCN1S(=O)(=O)c1ccc2ccccc2c1 (configuration not stated)	-2%	-2%	9	5	3%	i	0%	11%	4%
O=C(NCCCN1CCOCC1)NC12CC3CC(CC(C3)C1)C2	12%	-5%	10	7	-4%	i	1%	/	6%
Cn1cccc1C(=O)OCC(=O)Nc1ccc2c(c1)CCC2	2%	3%	2	1	-32%	i	-25%	3%	9%
COc1ccc(N2CCN(/C(=N\S(=O)(=O)c3ccccc3)Nc3nc(C)cc(C)n3)CC2)cc1	3%	2%	2	8	-21%	i	-6%	6%	10%
CCC(=O)N1CCc2cc(S(=O)(=O)CCC(=O)NCc3cccs3)ccc21	2%	3%	11	10	-12%	i	-11%	-6%	0%
CCOC(=O)N1CCN(C(=O)c2ccc3c(=O)n(Cc4ccc(Cl)cc4)c(=S)[nH]c3c2)CC1	10%	7%	14	0	28%	i	25%	/	2%
Cc1ccc(C)c(OCC(O)CN2C(C)CCCC2C)c1 (configuration not stated)	-3%	-9%	20	0	16%	i	13%	-12%	-4%	PMK inhibit pilot replicates=1.5;Spn MK inh pilot replicates=1.0;DPM-DC inhibit pilot screen %=8.0
CCOC(=O)c1c(C)[nH]c(C)c1C(=O)CN1C(=O)NC(CC(C)C)C1=O (configuration not stated)	6%	7%	10	0	-4%	i	-1%	/	-10%
CCC(=O)Nc1ccccc1Oc1ccccc1	7%	-6%	4	8	-3%	i	-2%	17%	5%
CCOC(=O)Cc1nnc(NC(=O)COc2ccc(C)cc2)s1	11%	-8%	8	9	8%	i	-4%	11%	5%
O=C(CC1(O)C(=O)N(CCc2ccccc2)c2ccccc21)c1ccco1 (configuration not stated)	17%	5%	0	5	-35%	i	-7%	5%	-40%
COC(=O)c1c(-n2cnnn2)sc(C)c1C	12%	0%	6	9	15%	i	5%	/	-3%
Cc1cccc2cc(CN(CC3CCCO3)C(=O)c3cnccn3)c(=O)[nH]c12 (configuration not stated)	11%	-7%	10	6	24%	i	17%	2%	-4%	PMK inhibit pilot replicates=3.5;Spn MK inh pilot replicates=2.5;DPM-DC inhibit pilot screen %=1.0
CCN(CC)S(=O)(=O)c1cccc(-c2nnc(SCCOc3ccccc3C)o2)c1	12%	6%	14	13	6%	i	3%	2%	-4%	PMK inhibit pilot replicates=2.0;Spn MK inh pilot replicates=0.0;DPM-DC inhibit pilot screen %=0.0
CCSc1nnc(-c2cccs2)o1	16%	1%	6	12	6%	i	16%	-5%	-5%	PMK inhibit pilot replicates=0.0;Spn MK inh pilot replicates=0.0;DPM-DC inhibit pilot screen %=1.5
Cc1cccc2nc(Cn3c(=O)n(CCC(=O)NCc4ccco4)c(=O)c4ccccc43)cc(=O)n12	8%	2%	20	0	-6%	i	-4%	8%	32%
COc1ccc(C2(CNC(=O)c3ccc(Br)o3)CCOCC2)cc1	9%	5%	12	7	-2%	i	0%	7%	-6%
O=C(CCCNS(=O)(=O)c1cccs1)N1CCc2ccccc2C1	13%	1%	0	5	-6%	i	1%	/	-7%
CS(=O)(=O)N(CC(=O)NCc1ccc2c(c1)OCO2)c1ccccc1	0%	-6%	18	6	-13%	i	1%	11%	4%
CCC(C(=O)OCCN(CC)CC)c1ccccc1 (configuration not stated)	7%	0%	3	8	6%	i	2%	8%	-2%	PMK inhibit pilot replicates=3.5;Spn MK inh pilot replicates=0.0;DPM-DC inhibit pilot screen %=1.0
Cc1cccc(CN2CCN(CC(=O)O)C2=O)c1	11%	-7%	13	0	0%	i	-3%	/	-2%
O=C(Nc1nc2c(s1)CCc1ccccc1-2)c1ccco1	11%	-2%	2	3	5%	i	16%	2%	-4%
COc1ccc(S(=O)(=O)N2CCCC(C(=O)NCc3ccccn3)C2)cc1Cl (configuration not stated)	8%	-1%	1	11	4%	i	0%	-9%	1%
CCOc1cc(C#N)c(NC(=O)c2ccnn2C)cc1OCC	15%	-1%	0	4	1%	i	24%	11%	-7%
CC1=C(C(=O)Nc2ccccn2)C(c2ccc(Br)cc2)n2ncnc2N1 (configuration not stated)	0%	-2%	8	/	-5%	i	-3%	-4%	18%
CCOC(=O)C1CCCN(C(=O)c2cnn3c(C(F)F)cc(-c4ccc(C)cc4)nc23)C1 (configuration not stated)	5%	-1%	4	6	-5%	i	-17%	-4%	9%
c1ccc(-c2nnc(SCc3nc4ccccc4[nH]3)o2)cc1	-2%	-6%	0	6	-2%	i	-11%	11%	17%	PMK inhibit pilot replicates=0.0;Spn MK inh pilot replicates=0.5;DPM-DC inhibit pilot screen %=4.5
CCCn1c(SCC(=O)c2ccc3c(c2)OCCO3)nnc1C(C)C	9%	2%	19	0	5%	i	-9%	-5%	30%
CCOC(=O)C(CC)Sc1nc2c(c(=O)[nH]c(=O)n2C)n1CCc1ccccc1 (configuration not stated)	4%	-10%	2	9	11%	i	8%	6%	-5%
CCCCn1c(N)c(N(CCOC)C(=O)CSc2nc3ccc(C)cc3[nH]2)c(=O)[nH]c1=O	4%	-2%	0	6	2%	i	-11%	-8%	-4%
CC(CC(=O)O)CC1=NS(=O)(=O)c2ccccc2N1 (configuration not stated)	5%	-1%	13	11	-9%	i	-12%	3%	2%
CCN1CCN(C(=O)Nc2cccc3ccccc23)CC1	9%	-5%	0	6	20%	i	4%	/	/
O=C1c2ccccc2C(=O)N1c1ccc(-c2nc3ccccc3o2)cc1	9%	6%	6	4	-9%	i	-4%	6%	2%
O=C(COc1ccc(Cl)cc1)NCCCn1ccnc1	14%	-5%	0	11	-1%	i	2%	6%	-2%
Cc1[nH]nc2ncc(C(=O)c3ccccc3O)cc12	5%	-7%	0	12	-24%	i	-19%	/	3%
c1ccc2c(CNn3cnnc3)cccc2c1	3%	-1%	8	0	-9%	i	0%	-4%	1%
O=c1c2cccnc2[nH]c(=S)n1CCCN1CCN(c2ccccc2F)CC1	5%	1%	13	6	8%	i	1%	-6%	17%
CCC(=O)Nc1ccc(NC(=O)Cc2ccccc2)cn1	7%	-4%	2	3	-12%	i	-10%	2%	-3%
CCCCCOc1ccc(C(=O)NC(CCC)C(=O)O)cc1 (configuration not stated)	10%	0%	4	7	-10%	i	-6%	/	-1%
Cc1cc(Nc2cccc(F)c2)nc(-c2ccccc2O)n1	13%	-8%	5	6	4%	i	7%	/	-15%
O=C(COc1ccc(-c2nnco2)cc1)N1CCN(S(=O)(=O)c2ccccc2)CC1	5%	-4%	0	6	-6%	i	-13%	/	9%
CC1(C)CNC(=O)c2sc(N3CCCCC3)nc2C1	7%	-6%	9	8	-17%	i	-17%	/	-11%
COc1ccc(S(=O)(=O)N2CCSC2c2ccc(OC)c(OC)c2)cc1 (configuration not stated)	9%	-9%	6	5	-2%	i	-4%	-7%	-1%
N#CCOc1nc(N2CCOCC2)nc(N2CCOCC2)n1	6%	0%	13	0	4%	i	-1%	11%	-3%	PMK inhibit pilot replicates=5.0;Spn MK inh pilot replicates=1.0;DPM-DC inhibit pilot screen %=1.0
Oc1ccc(-c2[nH]ncc2-c2ccc(Cl)cc2)c(O)c1	-2%	-11%	0	4	50%	i	33%	1%	6%
CCOC(=O)N1CCC(N2CCN(c3cc(C)ccc3C)CC2)CC1	4%	7%	0	8	23%	i	21%	5%	/
Cn1c(=O)c2cc(S(=O)(=O)N3CCOCC3)ccc2n(C)c1=O	16%	-9%	4	4	-7%	i	-13%	-2%	2%
CC1(C)CC(=O)C2=C(C1)N(c1ccccc1C#N)C(N)=C(C#N)C2c1cccs1 (configuration not stated)	6%	-8%	22	3	-3%	i	-4%	/	/
CCOc1ccccc1C1C(C#N)=C(SCC(=O)OC)NC(=O)C1C(=O)OC (configuration not stated)	6%	-2%	11	8	10%	i	-3%	-12%	-14%
COC(=O)NC1CCS(=O)(=O)C1 (configuration not stated)	14%	-1%	16	0	-15%	i	-7%	3%	5%
COc1ccc(C(CC(=O)O)NC(=O)C2CCCCC2)cc1 (configuration not stated)	0%	3%	5	0	-21%	i	-21%	8%	-7%
FC(F)(F)c1cccc(N2CCN(Cc3cccnc3)CC2)c1	3%	-4%	1	56*	22%	i	24%	10%	-18%	PMK inhibit pilot replicates=3.0;Spn MK inh pilot replicates=3.5*;DPM-DC inhibit pilot screen %=5.5
CCOCCN(C(=O)COC)c1cccc(OC)c1	0%	0%	23	3	-12%	i	-12%	2%	3%
OC(CNCc1ccco1)COc1ccccc1 (configuration not stated)	10%	-7%	11	3	/	i	/	7%	1%
COc1cccc2cc(C(=O)C3=C(O)C(=O)N(CCCN(C)C)C3c3ccncc3)oc12 (configuration not stated)	-4%	-10%	8	8	-25%	i	-19%	7%	4%
COc1ccc(N(CC(=O)N2CCc3ccccc32)S(=O)(=O)c2c(C)n[nH]c2C)cc1	-4%	-1%	7	6	0%	i	0%	11%	0%
Fc1ccccc1C(c1nnnn1Cc1ccc2c(c1)OCO2)N1CCN(Cc2ccco2)CC1 (configuration not stated)	4%	5%	7	10	0%	i	-14%	/	10%
Nc1ccccc1NC(=O)c1ccccc1N	7%	-9%	6	0	-6%	i	0%	/	-4%
